OPRM1-OPRD1 inv: inverse agonists of human mu-delta opioid receptor heterodimerization | P35372+P41143 | cell-based MOR-DOR heterodimer luminescence, inverse agonism | inhibition, % at 9.3 µM | 340,000 compounds, 0.21% hits; in the data active = inhibition above about 22%, passing the limit was not always enough;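 also: 0% = cells with DMSO and 100% = wells without cells with DMSO; values of inactives mirror those of a sister screen read the other way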
Target sequence (P35372 whole entry, looked up): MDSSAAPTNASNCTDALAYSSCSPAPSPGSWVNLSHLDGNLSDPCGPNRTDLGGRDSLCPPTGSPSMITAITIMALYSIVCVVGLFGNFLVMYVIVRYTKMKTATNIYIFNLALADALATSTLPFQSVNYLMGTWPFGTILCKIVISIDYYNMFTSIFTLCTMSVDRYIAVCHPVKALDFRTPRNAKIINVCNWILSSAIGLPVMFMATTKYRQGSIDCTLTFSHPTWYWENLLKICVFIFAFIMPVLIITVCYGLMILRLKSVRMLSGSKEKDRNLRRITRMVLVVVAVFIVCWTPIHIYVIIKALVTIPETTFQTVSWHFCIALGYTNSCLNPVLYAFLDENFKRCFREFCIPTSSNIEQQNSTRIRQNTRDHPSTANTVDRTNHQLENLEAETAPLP
Target sequence (P41143 whole entry, looked up): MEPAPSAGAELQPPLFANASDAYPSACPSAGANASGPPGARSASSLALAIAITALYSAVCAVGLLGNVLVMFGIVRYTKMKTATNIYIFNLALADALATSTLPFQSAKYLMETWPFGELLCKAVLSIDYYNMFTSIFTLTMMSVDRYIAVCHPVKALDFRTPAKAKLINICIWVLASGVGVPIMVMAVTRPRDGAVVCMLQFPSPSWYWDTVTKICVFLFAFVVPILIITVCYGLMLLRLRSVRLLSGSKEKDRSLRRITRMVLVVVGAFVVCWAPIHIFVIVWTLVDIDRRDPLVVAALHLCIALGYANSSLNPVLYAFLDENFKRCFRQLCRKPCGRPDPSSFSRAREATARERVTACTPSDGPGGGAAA
Keap1-Nrf2 PPI: Keap1-Nrf2 (human) interaction inhibition. Keap1 Kelch-Nrf2 peptide fluorescence polarization, 1536-well. AID 504523. 340,000 compounds, 0.15% hits. inhibition, % at 9.4 µM. Q14145; in the data active = inhibition above about 12%;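 also: human Keap1 Kelch domain with fluorescein labeled Nrf2 9mer peptide probe; 0% = neutral control wells and 100% = peptide positive control; higher means more block of Keap1 binding to Nrf2 peptide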
OPRM1-OPRD1 ag: agonists of human mu-delta opioid receptor heterodimerization. 340,000 compounds, 0.3% hits. AID 504326. cells, OPRM1-OPRD1 heterodimerization, luminescence. activation, % at 9.3 µM. P35372+P41143; in the data active = activation above about 18%;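 also: 0% = vehicle-treated cells and 100% = reference agonist; values of inactives mirror those of a sister screen read the other way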
Arr AP2 block: blocks beta-arrestin peptide binding to AP2 adaptin | FITC-arrestin peptide / GST-AP2 beads, flow cytometry; AP2 beta2 appendage carries R879A mutation | inhibition, % at 10 µM | 340,000 compounds, 0.31% hits | AID 504490;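 active = inhibition above a set limit, near 3 SD of compounds lacking own fluorescence, cut at about 54% in these data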;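 also: plate controls were DMSO wells for no effect and 5 µM unlabelled arrestin peptide for full effect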
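test system = AP2 appendage R879A on GSH beads | buffer or medium = PBS plus Tween 20 (0.05%) and BSA (0.1%) | incubation = 12 min plus 1 h, RT | detection = bead flow cytometry, FITC channel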
Cardiac RTF inh: cardiac RTF calcium desensitization | P19429+P45379 | IANBD-labeled cardiac RTF, Ca2+ fluorescence | inhibition, % at 7.15 µM | 340,000 compounds, 0.12% hits;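 active = inhibition above the mean inhibition of all tested compounds plus 3 SD, cut at about 17% in these data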;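 also: assay run at fixed EC70 calcium of 1.6 mM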
Wnt act: Wnt/beta-catenin pathway activation. Wnt/beta-catenin reporter cell assay, activator, plate reader. activation, % at 9.35 µM. 300,000 compounds, 1.2% hits; in the data active = activation above about 30%, passing the limit was not always enough;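 also: 0% = neutral control wells and 100% = positive control wells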
RTF Ca sens act: cardiac RTF calcium sensitization; IANBD-labeled TnC RTF fluorescence at EC20 calcium; 0% EC20 calcium, 100% full calcium; P19429+P45379; 340,000 compounds, 0.24% hits; activation, % at 7.2 µM;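 active = activation above the mean over all tested compounds plus 3 SD, cut at about 30% in these data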;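 also: rise in fluorescence read as greater calcium sensitivity of cardiac thin filaments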
Pemphigus Ab inh: blocks pemphigus antibody binding to human desmoglein-3. binding (percent of control), % at 10 µM. DSG3-coupled beads, scFv-anti-DSG3-GFP binding, flow cytometry; hits give low values. P32926. 310,000 compounds, 0.48% hits;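 active = binding more than 3 SD below its plate's average and above zero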;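 also: hits lower antibody fragment binding to DSG3; some compounds called inactive have numbers as strong as hits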
V-ATPase pH: yeast V-ATPase proton transport regulation by pHLuorin | S. cerevisiae, pHLuorin cytosolic pH fluorescence | response, % at 10 µM | 350,000 compounds, 0.37% hits | AID 504577; in the data active = response mostly above about 7.3%, no sharp cut-off; inactive = mostly below about 5.4%; also: actives read high; inactives centre near 0; some compounds called inactive have numbers as strong as hits; reference of the scale not given here
LANA DNA inh: KSHV C-LANA DNA binding inhibition; inhibition, % at 9 µM; MBP-C-LANA/FAM-LBS DNA binding, fluorescence polarization; AID 504423; 340,000 compounds, 0.078% hits;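 active = highest replicate inhibition at or above 60% at 9 µM, even if other replicates fall short; inactive = all replicates below 60% inhibition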;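 also: 0% = neutral control wells and 100% = 4 µM acridine orange control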
Starred values were filed as active, the others as inactive; . = no result given.

SMILES	OPRM1-OPRD1 inv	Keap1-Nrf2 PPI	OPRM1-OPRD1 ag	Arr AP2 block	Cardiac RTF inh	Wnt act	RTF Ca sens act	Pemphigus Ab inh	V-ATPase pH	LANA DNA inh
C[C@@H]1COC(=O)[C@H](NC(=O)OCC2c3ccccc3-c3ccccc32)C/C=C\C[C@@H](CC(=O)N[C@@H](CO)Cc2ccccc2)C(=O)N1	-6	0	1.0	2	7	-6	-2	100	3	0.5
CCCCC(=O)NC(NC(=S)N1CCCCCC1)C(Cl)(Cl)Cl (centres undefined)	8	0	-1.5	-5	7	0	-7	106	1	-1.4
CCOC(=O)c1c(N)c(C#N)c2n1CCCCC2	10	-4	-1.8	9	0	.	-3	88	0	-0.7
COc1ccc(CC(=O)OCC(=O)Nc2ccc(Cl)cn2)cc1	2	-6	-0.3	-4	2	.	0	112	0	-0.8
CC(C)(C)c1ccc(/C=C(\C#N)C(=O)NCCN2CCOCC2)cc1	-7	-2	1.4	-7	2	-2	6	109	-2	-0.5
O=C(NNC(=S)NC(=O)c1ccc(Br)cc1)c1ccc([N+](=O)[O-])cc1	23	-2	-4.1	9	-4	3	5	110	2	-3.8
O=C(N/N=C/c1ccccn1)c1sc2ccccc2c1Cl	25	-7	-5.0	-11	-12	0	0	95	1	-1.6
CCCCc1cc(=O)oc2cc(OCC(=O)N3CCC(C(N)=O)CC3)ccc12	-2	1	0.5	1	-3	-1	1	104	-4	-0.1
CCOc1ccc(Br)cc1S(=O)(=O)Nc1ccc(Cl)c(S(=O)(=O)N(CC)c2ccccc2)c1	-17	-1	3.1	7	-6	-1	6	116	4	-0.9
O=C(N/N=C/c1ccoc1)c1ccc([N+](=O)[O-])cc1	2	-1	-0.3	8	-8	1	-2	.	1	-0.1
N#C/C(=C\c1cccc(Cl)c1)C(=O)c1ccccc1	9	-4	-1.7	18	-3	0	5	92	4	-2.9
Cc1nn(C)c(C)c1Sc1ccc(Br)cc1	4	-5	-0.7	8	-1	.	-1	109	-6	-0.8
COc1ccc(Br)cc1CNC(=O)CCC(=O)n1nc(C)c2ccccc21	24	-4	-4.8	-8	2	-2	6	100	0	-0.7
COCCNC(C)C(=O)C12CC3CC(CC(C3)C1)C2 (centres undefined)	-2	-1	0.3	12	-3	-3	0	112	2	2.1
COCCN(C(=O)CSCc1ccc(C)cc1)c1c(N)n(CC(C)C)c(=O)[nH]c1=O	10	-2	-2.5	-15	0	-4	-1	96	1	0.1
Cn1c(=O)n(CCN2CCOCC2)c(=O)c2c1nc1n2CCN1c1ccc(Oc2ccccc2)cc1	.	-1	.	4	-7	2	8	96	-4	0.7
c1ccc(-n2nnnc2Sc2n[nH]c(-c3ccncc3)n2)cc1	4	-5	-0.8	-9	1	.	-7	99	7	1.2
CCOC(=O)c1c(NC(=O)CN2C(=O)NC3(CCC(C)CC3)C2=O)sc(C(=O)N(C)C)c1C (centres undefined)	4	6	-0.7	-8	-6	-5	2	100	-2	1.0
COc1ccc(OCCC(=O)NC2CCCCC2)cc1	20	-3	-4.0	5	0	-1	2	103	1	-0.4
O=C(NCCc1ccccc1Cl)C1CCC(=O)N(C2CCCCCC2)C1 (centres undefined)	9	2	-1.6	25	1	0	-6	101	5	-1.8
Cc1ccc(S(=O)(=O)Nc2ccc(Cl)cn2)cc1	9	-2	-1.9	7	-1	3	2	122	2	1.1
O=C1C2ON(c3ccccc3)C(c3ccccn3)C2C(=O)N1c1ccc(Br)cc1 (centres undefined)	-20	-3	3.5	7	2	.	-1	102	2	2.2
O=C(OCCN1CCOCC1)c1ccc(O)cc1	5	-1	-1.1	29	0	1	-5	119	1	2.4
CCn1cc(Cl)c(C(=O)Nc2nccs2)n1	22	-4	-4.2	0	-6	9	-2	.	1	0.2
Cc1cc(C)n(CC(O)COc2ccc(C(C)C)c(C)c2)n1 (centres undefined)	-14	-3	3.0	-6	1	0	-4	99	-1	4.5
CCCN1CNC(=S)N(c2cccc(C)c2C)C1	6	2	-1.2	13	-14	.	2	107	3	0.6
O=C(N/N=C/c1cccnc1)c1ccccc1[N+](=O)[O-]	13	0	-2.6	5	5	2	-4	95	-1	-0.1
CCCCN(C(=O)CCSc1ccc(F)cc1)c1c(N)n(Cc2ccccc2)c(=O)[nH]c1=O	3	3	-0.7	35	-6	0	-20	92	0	0.2
O=C(CSc1nnnn1Cc1ccccc1)Nc1ccccc1	1	4	-0.1	-10	7	4	1	102	0	-0.4
O=C(CSc1ccccc1)Nc1ccccc1C(=O)N1CCCC1	9	-1	-1.4	17	-4	2	-2	82	1	-1.0
Cc1noc(/C=C/N(C)C)c1S(=O)(=O)N(C)CC(=O)NC1CCCCC1	-2	-3	0.5	13	0	.	-8	95	1	2.1
N#CCCn1c(-c2nonc2NC(=O)c2ccccc2Cl)nc2ccccc21	13	-6	-2.2	37	0	.	6	92	3	0.3
O=C(Cc1noc2ccccc12)Nc1ccc(Cl)cc1	2	-2	-0.5	-11	1	6	-2	109	0	0.2
O=C(Nc1cccc(N2C(=O)C=CC2=O)c1)c1cccs1	17	-17	-3.0	11	5	-6	2	104	5	0.0
CCC(C)(C)NC(=O)C(c1cccs1)N(CC1CCCO1)C(=O)Cn1nnc2ccccc21 (centres undefined)	8	-2	-1.5	1	-14	.	4	106	-2	2.1
CCN(C1CCCCC1)S(=O)(=O)c1ccc(OC)c(C)c1	-5	0	1.2	5	2	-1	-3	100	-3	0.2
COc1cccc(OCC(O)CN2CCC(CN3C(=O)c4cccc5cccc(c45)C3=O)CC2)c1 (centres undefined)	-12	-3	2.3	23	-11	-2	6	102	0	-3.5
O=P(c1ccccc1)(c1ccccc1)C(c1ccco1)N1CCOCC1 (centres undefined)	10	-2	-1.7	5	-1	-6	3	.	-7	-0.7
COc1cccc(C(=O)Nc2cccc(-c3ccc4nncn4n3)c2)c1OC	8	2	-1.5	18	5	-1	-3	88	-3	0.0
O=C(NC1CCCC1)NS(=O)(=O)c1ccccc1Cl	4	0	-0.8	18	4	1	2	102	-1	-0.2
CCN(CC)S(=O)(=O)c1ccc(N=Cc2c(C)c(C#N)c(=O)n(C)c2O)cc1	-3	2	0.6	17	-9	-2	1	122	-1	-1.4
CCC(=O)NC(=S)Nc1ccc(S(=O)(=O)NC(C)=O)cc1	9	-1	-2.2	-7	-3	.	-2	.	-1	0.3
CCOC(=O)N1CCN(C(=O)c2ccc3c(=O)n(CC4CCCO4)c(=S)[nH]c3c2)CC1 (centres undefined)	8	-4	-1.2	-5	-6	-2	0	.	-2	4.7
O=C(CCN1C(=O)/C(=C\c2ccccc2)SC1=S)NCCCN1CCOCC1	4	-4	-0.8	-8	-1	-2	-1	98	-1	-0.9
Cc1cccc(-n2cc(CN3CCN(c4ccccn4)CC3)c(-c3cccc(F)c3)n2)c1	-23	-3	3.1	2	-5	.	-2	95	1	2.6
N#Cc1c(N)n(CCCN2CCOCC2)c2nc3ccccc3nc12	7	-5	-1.3	8	-8	6	1	103	-1	0.7
COc1ccc(C(C)=O)cc1CSc1nnc(-c2ccccc2O)n1-c1ccccc1	11	-6	-2.1	-3	-5	-2	2	101	-1	-0.4
O=c1cc(C(O)C[N+](=O)[O-])occ1OCc1ccccc1 (centres undefined)	.	.	.	-1	.	-1	.	101	3	.
COc1ccc([N+](=O)[O-])cc1NC(=O)COC(=O)c1ccc(O)cc1	4	3	-0.8	-9	-12	-2	3	83	-5	0.2
Cc1ccc(-n2[nH]c(C)c(C=Nc3cc(C)ccn3)c2=O)cc1	13	-7	-2.3	4	-3	5	-8	103	-2	-0.4

Further records follow:
SMILES	OPRM1-OPRD1 inv	Keap1-Nrf2 PPI	OPRM1-OPRD1 ag	Arr AP2 block	Cardiac RTF inh	Wnt act	RTF Ca sens act	Pemphigus Ab inh	V-ATPase pH	LANA DNA inh
CCCN(CC(=O)Nc1ccccc1OC)C(=O)CSC(=S)N1CCCC1	15	2	-3.5	-1	11	6	-3	102	1	-1.6
CCc1cccc(NC(=O)COC(=O)c2cc([N+](=O)[O-])ccc2N2CCOCC2)c1	8	.	-1.6	-9	-34	-10	-5	103	-2	.
CCN1/C(=C/c2cc[n+](CCCS(=O)(=O)[O-])c3ccccc23)Sc2ccccc21	16	-6	-2.6	25	-3	0	-5	129	-1	-4.7
O=C(Nc1nccs1)c1ccccc1Br	6	6	-1.2	2	-14	0	4	111	7	1.0
COCCn1nnnc1C(c1cccc(C(F)(F)F)c1)N1CCOCC1 (centres undefined)	7	-5	-1.2	0	2	-1	0	.	-2	-1.2
O=C(COc1ccccc1Cl)c1ccc2c(c1)CCCC2	9	-1	-1.6	-9	1	.	0	108	-4	-0.6
CC1(C(=O)OCC(=O)Nc2ccccc2)CC1(Cl)Cl (centres undefined)	2	-2	-0.4	-26	-1	12	-6	115	1	1.2

Reprinted from the entries so far, 10 compounds:
SMILES	OPRM1-OPRD1 inv	Keap1-Nrf2 PPI	OPRM1-OPRD1 ag	Arr AP2 block	Cardiac RTF inh	Wnt act	RTF Ca sens act	Pemphigus Ab inh	V-ATPase pH	LANA DNA inh
Cc1cccc(-n2cc(CN3CCN(c4ccccn4)CC3)c(-c3cccc(F)c3)n2)c1	-23	-3	3.1	2	-5	.	-2	95	1	2.6
N#Cc1c(N)n(CCCN2CCOCC2)c2nc3ccccc3nc12	7	-5	-1.3	8	-8	6	1	103	-1	0.7
COc1ccc(C(C)=O)cc1CSc1nnc(-c2ccccc2O)n1-c1ccccc1	11	-6	-2.1	-3	-5	-2	2	101	-1	-0.4
O=c1cc(C(O)C[N+](=O)[O-])occ1OCc1ccccc1 (centres undefined)	.	.	.	-1	.	-1	.	101	3	.
COc1ccc([N+](=O)[O-])cc1NC(=O)COC(=O)c1ccc(O)cc1	4	3	-0.8	-9	-12	-2	3	83	-5	0.2
Cc1ccc(-n2[nH]c(C)c(C=Nc3cc(C)ccn3)c2=O)cc1	13	-7	-2.3	4	-3	5	-8	103	-2	-0.4
CCCN(CC(=O)Nc1ccccc1OC)C(=O)CSC(=S)N1CCCC1	15	2	-3.5	-1	11	6	-3	102	1	-1.6
CCc1cccc(NC(=O)COC(=O)c2cc([N+](=O)[O-])ccc2N2CCOCC2)c1	8	.	-1.6	-9	-34	-10	-5	103	-2	.
CCN1/C(=C/c2cc[n+](CCCS(=O)(=O)[O-])c3ccccc23)Sc2ccccc21	16	-6	-2.6	25	-3	0	-5	129	-1	-4.7
O=C(Nc1nccs1)c1ccccc1Br	6	6	-1.2	2	-14	0	4	111	7	1.0

Source: PubChem BioAssay (several laboratories)
